# Growth percent in the NCI-60 one-dose screen (48 h, 10 µM unless noted): 100 = growth as untreated, 0 = no growth, -100 = all killed.
# A549/ATCC: A549/ATCC NSCLC | AID 1794740 | 3.7% of 81,000 active
# MDA-MB-435: MDA-MB-435 melanoma; 7.8% of 82,000 active
# SK-MEL-5: SK-MEL-5 melanoma; 6.4% of 80,000 active; AID 1794755
# UACC-62: UACC-62 melanoma; 5.4% of 81,000 active; AID 1794756
# SK-MEL-28: SK-MEL-28 melanoma; 4.1% of 81,000 active; AID 1794761
# M14: M14 melanoma; 6.2% of 80,000 active; AID 1794745
# UACC-257: UACC-257 melanoma; 4.4% of 78,000 active
# SK-MEL-2: SK-MEL-2 melanoma; 4.7% of 77,000 active
# Numbers without * were called inactive; nt = not tested or not shown; & = joins results of further samples; ! = not active in a repeat; [ ] = another dose, or the depositor's remark. How the source made its calls: active means growth percent below 10; inactive means the rest.
SMILES,A549/ATCC,MDA-MB-435,SK-MEL-5,UACC-62,SK-MEL-28,M14,UACC-257,SK-MEL-2
CN(C)c1ccc(-c2cc(-c3cccc(NS(C)(=O)=O)c3)nc(N)c2C#N)cc1,25.9,-25.9*,4.2*,47.4,69.0,11.6,80.4,57.2
O=[N+]([O-])c1ccc(-c2nnc(SCc3nnc(-c4cccc([N+](=O)[O-])c4)o3)o2)cc1,97.9,102.8,101.2,74.5,99.7,99.1,88.4,102.2
N#Cc1ccc(-c2nn(-c3ccc(C(=O)O)cc3)cc2CNc2ccc(Oc3ccccc3)cc2)cc1,46.5,63.6,70.0,21.9,21.3,34.9,56.1,55.6
Cc1ccc(-c2nc(-c3cn(C)c4ncccc34)cs2)cc1,7.4*[100 µM],-39.5*[100 µM],-84.9*[100 µM],-50.3*[100 µM],-19.7*[100 µM],-63.7*[100 µM],-7.2*[100 µM],-14.6*[100 µM]
O=C(Nc1ccccc1)C(O)c1ccccc1 (stereo not given),87.8,96.5,100.3,nt,115.2,104.9,82.2,91.4
O=C(Cc1ccc(F)cc1)c1ccccc1,102.4,106.5,110.1,105.7,114.0,104.9,114.0,114.0
O=c1[nH]nc(-c2ccccc2)c2sc(NC(=S)Nc3ccc(Cl)cc3)nc12,90.7,102.6,101.2,92.6,110.3,97.4,104.3,85.5
NS(=O)(=O)c1ccc(Nc2nc(N=Nc3c(O)n(Cc4ccccc4)c4ccc(Cl)cc34)nc(Nc3ccccc3)n2)cc1,96.7,97.1,87.4,110.3,99.2,95.3,123.0,112.0
[2H]C1([2H])NC([2H])([2H])C([2H])(c2ccc(-n3cc4cccc(C(N)=O)c4n3)cc2)C([2H])([2H])C1([2H])[2H] (stereo not given),67.7,98.9,93.4,84.8,107.4,98.0,97.6,117.9
COc1cc(Cn2c(SCCC(=O)Nc3cc(OC)c(OC)c(OC)c3)nc3ccccc3c2=O)cc(OC)c1OC,86.5,93.0,80.7,73.3,87.4,89.5,85.5,93.1
O=C(O)c1cc(Cl)ccc1Nc1ccc2nnc(-c3ccncc3)n2n1,60.6,93.5,90.1,90.9,98.9,99.0,93.1,112.7
COc1ccc(-c2cnnc3c(-c4cccc(C(F)(F)F)c4)cnn23)cc1,63.5,47.2,5.8*,62.6,56.1,78.7,44.0,54.6
CCOC(=O)c1cnc2c(-c3ccc(Cl)c(Cl)c3)cnn2c1,96.4,-20.3*,79.8,60.8,80.4,60.0,81.9,83.9
CCN1C(=O)N(CC)C2C1NN=C1SC(C(=O)O)=CC(=O)N12 (stereo not given),102.5,98.7,98.7,93.2,103.1,95.2,99.6,104.1
CC1CNC(=S)N(c2ccc(F)cc2)C1=O (stereo not given),98.9,101.2,97.4,99.7,100.6,103.1,91.5,108.4
c1ccc(Nc2nc(Nc3ccccc3)nc(Nc3ccccc3)n2)cc1,79.9,89.7,78.0,83.0,79.0,89.0,82.9,85.8
Cc1ccc(-c2nc(C#N)c(S(=O)(=O)N3CCN(S(=O)(=O)c4ccc(C)cc4)CC3)o2)cc1,94.8,92.6,95.9,88.7,106.5,94.8,86.9,102.5
CCC(=O)c1cc(O)ccc1O,96.2,100.7,106.8,94.6,118.1,108.1,95.3,97.7
O=C(c1nc2ccccc2[nH]1)C1C(c2ccc(Br)cc2)C2CC3CCCC[C@H]3N2[C@@]12C(=O)Nc1cc(Cl)ccc12 (stereo not given in full),33.0,23.7,51.0,58.0,62.4,26.9,43.2,73.3
CC(=O)C1CCC2C3CC=C4CC(O)CCC4(CO)C3CCC12C (stereo not given),93.0,93.7,103.1,100.0,111.6,100.0,96.6,105.2

# Part of the list above, limited to MDA-MB-435 and SK-MEL-5:
molecule	MDA-MB-435	SK-MEL-5
c1ccc(Nc2nc(Nc3ccccc3)nc(Nc3ccccc3)n2)cc1	89.7	78.0
Cc1ccc(-c2nc(C#N)c(S(=O)(=O)N3CCN(S(=O)(=O)c4ccc(C)cc4)CC3)o2)cc1	92.6	95.9
CCC(=O)c1cc(O)ccc1O	100.7	106.8
O=C(c1nc2ccccc2[nH]1)C1C(c2ccc(Br)cc2)C2CC3CCCC[C@H]3N2[C@@]12C(=O)Nc1cc(Cl)ccc12 (stereo not given in full)	23.7	51.0

# Continuation:
SMILES,A549/ATCC,MDA-MB-435,SK-MEL-5,UACC-62,SK-MEL-28,M14,UACC-257,SK-MEL-2
COc1ccc(NC(=O)Cn2c(-c3nonc3N)nc3ccccc32)cc1Cl,105.2,99.3,105.4,104.2,108.6,105.5,103.3,nt
Cc1cccc(CNc2c3ccccc3nc3ccccc23)c1,22.6,29.1,19.8,42.8,58.8,22.8,36.2,38.0
Cc1ccc(S(=O)(=O)O)c(C)c1Br,98.5,103.1,108.7,95.1,104.5,108.1,nt,111.5
Cc1ccc2nc(-c3c(N)n[nH]c3CCCO)[nH]c(=O)c2c1,102.9,110.5,104.6,100.4,115.4,101.7,nt,108.1
Clc1ccc(C2NN3C(=NC4=C2Cc2ccccc2C4)C(c2nc4ccccc4s2)=Cc2cc(Br)ccc23)c(Cl)c1 (stereo not given),72.5,11.2,69.2,42.5,77.3,66.6,73.0,72.1
CC(C)NCCO,98.9,110.7,107.5,106.6,111.5,107.8,107.9,118.6
CCOC(C)=C(C#N)C#N,104.1,109.9,107.8,106.2,107.9,119.2,115.9,104.8
O=C(O)/C(=C\c1ccccc1[N+](=O)[O-])c1ccc2c(c1)OCO2,104.9,101.8,92.3,89.4,105.3,115.7,99.0,108.2
CC(C)CCC[C@@H](C)[C@H]1CC[C@H]2[C@@H]3CC[C@H]4C[C@@H](N(C)C)CC[C@]4(C)[C@H]3CC[C@]12C,98.6,106.6,102.3,103.5,105.3,103.7,98.8,107.0
COc1ccc(-c2nnc(SCC(=O)NC3=NN=C(c4ccccc4)CS3)o2)cc1,74.7,97.1,107.1,95.2,108.8,95.5,67.1,103.3
COc1cc(NCCCCCN)c2ncccc2c1,104.7,114.4,111.0,nt,114.0,96.8,107.4,126.1
ClC1c2cccc3cccc(c23)C1Cl (stereo not given),102.4,54.5,nt,100.1,112.8,111.5,115.2,158.8
CC(=O)N1C(=S)NC(=O)C1Cn1cnc2ccccc21 (stereo not given),98.6,100.2,98.6,95.0,102.5,100.5,96.1,108.2
Clc1cccc(Cl)n1,101.0,110.3,106.7,106.4,111.1,99.6,104.7,102.0
O=c1onc(-c2cc3ccccc3nc2Cl)n1-c1ccc(Br)cc1,91.2,46.6,64.3,50.4,97.4,85.1,96.6,72.0
S=c1[nH]c2ccccc2n1CCc1ccncc1,91.7,108.2,100.0,97.1,111.8,95.9,104.4,115.1
Cc1nnc(N)nc1C,104.2&107.2,112.7&89.0,113.2&113.1,97.5&98.8,95.7&111.0,112.3&101.6,109.3&114.7,128.9&106.0
O[C@@H]1Cc2ccccc2[C@H]1O,103.9,110.1,104.5,91.3,103.0,101.7,103.1,127.6
Cc1cc(C)nc(SCC(=O)Nc2ccc(-c3nc4ccc([N+](=O)[O-])cc4[nH]3)cc2)n1,100.6,105.4,98.1,81.6,95.8,107.3,105.2,98.3
c1ccc2cc(C[n+]3ccn(CCCCCCCCCCCCn4cc[n+](Cc5ccc6ccccc6c5)c4)c3)ccc2c1,-74.2*,-97.1*,-93.5*,-81.7*,-72.3*,-44.9*,-67.5*,-69.9*
CN=C(NC)c1ccc(NC(=O)c2ccc(C(=O)Nc3ccc(C(=NC)NC)cc3)c(N)c2)cc1,102.2,101.1,97.6,105.4,110.0,103.7,95.6,107.5
CCn1cc(-c2ccnc(NCCNS(=O)(=O)c3ccc(Br)cc3)c2)c(-c2cccc(OC)c2)n1,62.4,83.7,64.0,71.0,100.3,83.3,89.8,90.8
COc1cnc2c(c1)C(=O)c1c-2n(CCCn2ccnc2)c(=O)c2cc(OC)c(OC)cc12,-14.9*,20.5,-28.4*,-11.0*,45.5,-86.5*,nt,nt
Cn1cnc2nc[nH]c2c1=N,100.9,107.5,114.3,91.8,97.6,97.2,90.2,109.6
CC1OC1C(=O)OCCOC(=O)C1OC1C (stereo not given),81.9,98.8,101.3,103.0,112.5,106.7,116.2,103.1
O=C1Nc2ccccc2C12CCCc1ccccc12 (stereo not given),99.6,101.5,103.6,90.3,106.2,100.6,109.9,98.4
COc1ccc(-c2nc(/C=C3/C(=O)Nc4ccccc43)c3ccccn23)cc1OC,95.4,107.5,66.7,80.5,107.2,100.6,90.4,79.7
C#CCSc1nnnn1-c1ccc(Br)c(C)c1,92.8,95.8,88.3,65.6,123.5,94.8,83.5,86.9
Cc1cccc(N2CCN(C3=C(Cl)C(=O)c4ncccc4C3=O)CC2)c1,93.8,11.8,95.2,74.3,92.1,75.3,61.5,99.9
CC1(C)CCc2cc(-c3ccn(S(=O)(=O)c4ccc(Cl)cc4Cl)n3)ccc2O1,83.7,95.7,97.3,72.6,102.3,85.9,97.1,79.7
CC(/C=C/c1ccc(Br)cc1)=N\OCC(=O)O,101.9,108.8,101.0,100.9,103.8,100.4,108.1,nt
Cc1ccccc1-n1c(C)nc2ccc(NC(=O)NCCCl)cc2c1=O,102.8,104.4,101.5,96.9,107.4,102.2,111.2,103.1
O=C(O)c1cc(O)ccc1N=Nc1ccccc1,90.6,97.2,107.3,87.1,125.8,96.7,80.3,104.3
c1csc(-c2nc3c4c5c(sc4ncn3n2)CCC5)c1,89.0,100.5,86.0,72.5,97.8,106.0,111.1,92.8
CCCCCCCCCCC1OCC(CC)(CCCC)CO1 (stereo not given),82.2,105.8,103.9,nt,103.1,96.1,89.6,120.5
C#C[C@@]1(O)[C@@H](CO)O[C@@H](n2c(C(F)(F)F)cc3c(N)ncnc32)[C@@H]1O,95.0,100.2,105.5,104.4,101.2,99.0,115.4,110.4
COc1ccc(C2N(c3ccc(Br)cc3)N=C(C(C)=O)N2[C@H]2[C@H](OC(C)=O)O[C@H](COC(C)=O)[C@@H](OC(C)=O)[C@@H]2OC(C)=O)cc1 (stereo not given in full),66.1,83.7,77.7,56.9,86.4,81.5,89.9,77.9
CC(=O)OC[C@H]1O[C@@H](NS(N)(=O)=O)C(OC(C)=O)C(OC(C)=O)C1OC(C)=O (stereo not given in full),87.9,104.6,106.7,104.0,104.0,105.2,nt,96.6
Nc1sc2c(c1-c1nnc(-c3ccc(Br)cc3)o1)CCCC2,93.4,103.1,100.0,91.1,109.8,98.4,nt,96.4
CNc1nc(C)nc(NC)n1,101.3,104.9,101.4,101.4,113.2,106.8,98.8,109.8

# Overlap with the part before: 6 entries; new compounds follow.
SMILES,A549/ATCC,MDA-MB-435,SK-MEL-5,UACC-62,SK-MEL-28,M14,UACC-257,SK-MEL-2
CCCCCCCCCCC1OCC(CC)(CCCC)CO1 (stereo not given),82.2,105.8,103.9,nt,103.1,96.1,89.6,120.5
C#C[C@@]1(O)[C@@H](CO)O[C@@H](n2c(C(F)(F)F)cc3c(N)ncnc32)[C@@H]1O,95.0,100.2,105.5,104.4,101.2,99.0,115.4,110.4
COc1ccc(C2N(c3ccc(Br)cc3)N=C(C(C)=O)N2[C@H]2[C@H](OC(C)=O)O[C@H](COC(C)=O)[C@@H](OC(C)=O)[C@@H]2OC(C)=O)cc1 (stereo not given in full),66.1,83.7,77.7,56.9,86.4,81.5,89.9,77.9
CC(=O)OC[C@H]1O[C@@H](NS(N)(=O)=O)C(OC(C)=O)C(OC(C)=O)C1OC(C)=O (stereo not given in full),87.9,104.6,106.7,104.0,104.0,105.2,nt,96.6
Nc1sc2c(c1-c1nnc(-c3ccc(Br)cc3)o1)CCCC2,93.4,103.1,100.0,91.1,109.8,98.4,nt,96.4
CNc1nc(C)nc(NC)n1,101.3,104.9,101.4,101.4,113.2,106.8,98.8,109.8
Cc1c2cnccc2c(C)c2c1c1cc(C#N)ccc1n2C,-19.8*,-57.6*,-98.7*,-52.6*,-39.7*,-83.3*,-29.0*,-75.4*
Nc1ccc(Cl)cc1Cl,109.6,103.2,nt,106.9,109.0,102.8,110.3,112.0
COc1cccc(NC(=O)c2c(-c3ccccc3)c(-c3ccccc3)n[nH]c2=O)c1,100.2,98.0,99.4,92.9,101.9,103.2,97.9,133.8
CCN(C)S(=O)(=O)Nc1cccc(Nc2ncnc3cc(NC(=O)CCl)ccc23)c1Cl,18.5,-5.3*,-83.6*,-22.5*,28.8,15.1,34.4,17.7
O=C(O)c1ccccc1,99.8&115.8&97.6,106.6&122.6&103.2,104.8&110.3&102.3,104.5&107.4,115.5&110.0&116.1,98.3&104.6&102.6,92.7&107.3&97.9,104.1&121.7
COc1ccc(-c2cc(-c3cn(-c4cccc(Cl)c4)nc3-c3ccc(OC)cc3)c(C#N)c(=O)[nH]2)cc1,81.3,105.4,98.4,85.4,104.8,92.7,90.2,99.4
BrC1(Br)C2CC/C=C\CCC21 (stereo not given),110.6,97.6,100.7,98.4,94.1,103.6,106.1,104.6
NS(=O)(=O)c1nnc(Nc2nc3ccccc3s2)s1,100.3,104.4,106.3,99.3,107.3,101.0,102.5,108.9
Nc1ccc(CCc2ccccc2)cc1,78.3,84.9,108.8,93.2,105.8,90.6,86.4,97.4
COc1ccc2nc(-n3c(=O)c4cccnc4n(-c4cc(OC)c(OC)c(OC)c4)c3=O)sc2c1,106.7,118.2,102.9,109.8,116.8,108.7,113.2,115.2
C1CCN(CCN2CCCCC2)CC1,104.8,97.7,102.8,99.5,109.8,107.5,105.2,nt
S=c1[nH]nc(Cc2ccccc2)c(=S)[nH]1,94.7,106.1,109.8,109.8,113.8,100.6,102.2,104.2
COc1cc2c(Nc3ccc(Cl)c(Cl)c3F)ncnc2cc1OCC1C[C@@H]2CN(C)C[C@@H]2C1 (stereo not given in full),-92.8*!,-38.0*,-97.4*,-27.8*,-63.1*,-62.8*,-64.0*,74.2
CCOc1cc(C)c(C#N)c(=O)n1Nc1nc2ccccc2[nH]c1=O,101.8,102.7,99.4,94.1,109.8,109.7,109.0,115.3
Cc1ccc2ncc(-c3nnn(-c4ccc(Cl)cc4)c3C)c(C(=O)O)c2c1,91.6,97.8,91.5,84.5,100.6,103.8,93.1,84.7
COc1ccc(-c2[nH]c3ccccc3c(=O)c2O)cc1,62.9,76.7,70.3,61.0,84.9,59.6,99.9,86.7
